Exocytosis inh – LAMP-1 surface exposure blockers, TALL-104 cells – cell-based, flow cytometry, MLPCN library, primary screen. inhibition, % at 10 µM. AID 651702, 2012. 360,000 compounds, 0.66% hits. TALL-104 LAMP-1 surface exposure; cells stimulated with thapsigargin and PMA;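 active = inhibition above about 55%, limit read from the data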
ABCB6 inh MLPCN – ABCB6 transporter inhibitors, primary screen, K562-ABCB6 cells, flow cytometry, MLPCN library; 360,000 compounds, 0.19% hits; K562-ABCB6 porphyrin accumulation, 1 h; active compounds read low; fluorescence ratio to DMSO, % at 10 µM; ATP-binding cassette sub-family B member 6 (Homo sapiens), Q9NP58; AID 602162, 2011;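 active = fluorescence ratio to DMSO below 75%, the collection mean minus 3 SD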;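 note: signal is porphyrin accumulated inside mitochondria; 100% equals median channel fluorescence of DMSO control wells; lower ratio means ABCB6 inhibition with less porphyrin fluorescence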
Target sequence (Q9NP58 whole entry, looked up): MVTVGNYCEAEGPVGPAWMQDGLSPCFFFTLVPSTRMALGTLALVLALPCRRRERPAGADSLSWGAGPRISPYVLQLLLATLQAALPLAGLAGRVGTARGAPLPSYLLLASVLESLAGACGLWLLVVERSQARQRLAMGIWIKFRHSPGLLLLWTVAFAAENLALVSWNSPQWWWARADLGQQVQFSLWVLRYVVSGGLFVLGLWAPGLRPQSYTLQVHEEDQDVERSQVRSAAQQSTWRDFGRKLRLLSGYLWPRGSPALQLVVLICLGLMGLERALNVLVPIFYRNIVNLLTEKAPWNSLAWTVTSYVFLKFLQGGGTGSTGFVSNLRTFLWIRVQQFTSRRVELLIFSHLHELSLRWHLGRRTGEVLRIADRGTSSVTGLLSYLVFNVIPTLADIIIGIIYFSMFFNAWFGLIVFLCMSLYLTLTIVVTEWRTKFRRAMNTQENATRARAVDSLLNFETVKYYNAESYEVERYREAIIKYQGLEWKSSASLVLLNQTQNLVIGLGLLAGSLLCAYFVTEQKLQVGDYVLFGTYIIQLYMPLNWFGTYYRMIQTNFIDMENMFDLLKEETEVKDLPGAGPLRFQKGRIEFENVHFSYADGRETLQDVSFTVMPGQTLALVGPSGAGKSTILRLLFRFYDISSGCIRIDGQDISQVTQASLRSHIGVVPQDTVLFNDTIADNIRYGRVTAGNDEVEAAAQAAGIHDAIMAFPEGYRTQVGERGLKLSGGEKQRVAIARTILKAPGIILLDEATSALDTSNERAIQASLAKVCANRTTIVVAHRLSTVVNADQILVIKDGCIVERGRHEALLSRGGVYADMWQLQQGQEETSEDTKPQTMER
Vif imaging – HIV Vif self-association inhibitors, primary screen, imaging, HEK293T, single point; 340,000 compounds, 0.35% hits; inhibition, % at 7.49 µM; AID 602346, 2012; HEK293T cells, Vif self-association by quenched fluorescence, 24 h; in the data active = inhibition above about 50%, passing the limit was not always enough; note: some results filed as inactive read as strong as hits
NOD2 RIPK2 PPI – NOD2-RIPK2 binding disruptors in cells, primary screen, fluorescence, CHO cells, BLA complementation. Receptor-interacting serine/threonine-protein kinase 2 (Homo sapiens), O43353. CCF4 ratio. inhibition, % at 4.98 µM. 360,000 compounds, 0.38% hits. AID 624267, 2012; in the data active = inhibition above about 21%;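 note: 0% = vehicle only and 100% = reference blocker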
MC4R barr agon – MC4R agonists recruiting beta-arrestin, primary screen, cell-based, luminescence, agonist arm of biased-ligand search; activation, % at 8.9 µM; 360,000 compounds, 0.98% hits; Melanocortin receptor 4 (Homo sapiens), P32245; U2OS MC4R beta-arrestin complementation; percent of melanotan II response, DMSO zero;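 active = activation above a per-plate cutoff, the mean activation of sample wells on that plate plus 3 SD, cut at about 8% in these data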
ABHD5 PLIN5 PPI – ABHD5-PLIN5 interaction inhibitors, primary screen, cell lysate, split luciferase complementation, luminescence; Perilipin-5 (Homo sapiens) + 1-acylglycerol-3-phosphate O-acyltransferase ABHD5 (Homo …; Split G. princeps luciferase complementation, 4 h; inhibition, % at 4 µM; 360,000 compounds, 0.78% hits; AID 602281, 2012;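 active = inhibition above the mean inhibition across every tested compound plus 3 SD, cut at about 22% in these data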;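 note: 0% = DMSO only wells and the 100% control is not disclosed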
MC4R antagonist – MC4R antagonists of cAMP signaling, primary screen, cell-based, TR-FRET, antagonist arm of biased-ligand search; MC4R-expressing cells, MTII-stimulated cAMP, LANCE TR-FRET; inhibition, % at 6.5 µM; Melanocortin receptor 4 (Homo sapiens), P32245; AID 540295, 2011; 360,000 compounds, 0.48% hits;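 active = inhibition above its plate's cutoff, the mean of tested wells on that plate plus 3 SD, cut at about 29% in these data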;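 note: 0% = Melanotan II alone and 100% = Melanotan II plus saturating MCL0020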
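Material: U2OS-MC4R stable cell line | Reagent: Melanotan II challenge after compound preincubation | Doses: One concentration, 6.5 µM nominal | Incubation: 30-min compound preincubation, 1-h Melanotan II challenge, 1-h detection, room temperature | Signal: TR-FRET cAMP assay | Replicates: One well per compound, no replicates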
aDG glyco up – activators of alpha-DG glycosylation, primary screen, uHTS, Pro5-aDG cells, AlphaScreen; activation, % at 10 µM; 360,000 compounds, 0.22% hits; AID 624168, 2012; alpha-DG glycosylation AlphaScreen (IIH6); 0% Pro5, 100% B10-LARGE cell signal;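 active = activation of at least 8% versus controls, or a plate z-score of at least 8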;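 note: Pro5 are CHO cells carrying HIG-tagged alpha-DG that lacks glycosylation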
N-glyco inh – increase of ERlucT glycosylation luciferase signal, primary screen, N-linked glycosylation inhibitor project, D54 ERlucT cells, luminescence, set 2; AID 588692, 2011; 360,000 compounds, 0.23% hits; reporter increase, % at 12.5 µM; D54 ERlucT glycosylation luciferase reporter, 24 h; percent of 100 nM tunicamycin response;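 active = mean luciferase reporter signal, scaled so untreated is 0 and the glycosylation-blocking control 100, at or above a set limit in every replicate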;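 note: luciferase carries N-glycosylation sites so blocking glycosylation raises the light; 0% = median of neutral control wells and 100% = median of 100 nM tunicamycin wells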
TLR9-MyD88 inh – inhibitors of TLR9-MyD88 association in cells, primary screen, cell-based, CHO, BLA complementation, fluorescence; Toll-like receptor 9 (Homo sapiens) + Myeloid differentiation primary response protein …; CCF4 FRET ratio; inhibition, % at 4.98 µM; 340,000 compounds, 0.21% hits; AID 504734, 2011;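 active = inhibition above the mean over all tested compounds plus 3 SD, cut at about 21% in these data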;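 note: 0% = DMSO only wells and 100% = clavulanate BLA inhibitor control wells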
Starred values were filed as active, the others as inactive; / = not tested or not shown.

SMILES | Exocytosis inh | ABCB6 inh MLPCN | Vif imaging | NOD2 RIPK2 PPI | MC4R barr agon | ABHD5 PLIN5 PPI | MC4R antagonist | aDG glyco up | N-glyco inh | TLR9-MyD88 inh
CC(OC(=O)/C=C/c1ccco1)C(=O)Nc1cccc([N+](=O)[O-])c1 (stereo not given) | -0.5 | 88.0 | -3.1 | -15.8 | -0.1 | 1.6 | 7.1 | 0.6 | -0.4 | -1.6
N#CCC(=O)N/N=C\c1ccccc1OC/C=C/c1ccccc1 | 2.8 | 109.0 | 4.4 | -10.9 | 0.2 | 1.5 | -4.9 | -0.1 | 14.8 | 6.4
CCOC(=O)CCCNC(=O)COC(=O)c1cc(Br)c(Br)s1 | -1.1 | 100.0 | -0.9 | 5.1 | -1.9 | -2.9 | -0.2 | 0.0 | 2.3 | -2.8
Cc1ccc(CN2CC(C(=O)N3CCN(S(=O)(=O)c4cc(C)ccc4C)CC3)CC2=O)cc1 (stereo not given) | -8.5 | 90.0 | -7.3 | 8.8 | -2.3 | -3.8 | 10.4 | 0.1 | -1.3 | 2.1
CCN(Cc1ccccc1)c1ccc(/C=C(\C#N)c2ccccn2)cc1 | -0.3 | 112.0 | -14.6 | 6.0 | -0.2 | -2.9 | 3.7 | -0.1 | -2.7 | 2.6
CCOC(=O)c1cccc(NC(=O)/C(=C\c2ccccc2)NC(=O)c2ccccc2Cl)c1 | -2.3 | 104.0 | 2.5 | -6.5 | 2.6 | -5.3 | 2.2 | -0.1 | -1.1 | -3.5
CCOC(=O)C1CCCN(C(=O)c2cc(C#N)cs2)CC1 (stereo not given) | 4.0 | 101.0 | -10.1 | -4.1 | 0.8 | -0.2 | -1.0 | 0.7 | 0.9 | /
O=C1CSC(c2ccc(Cl)c(Cl)c2)N1c1nccs1 (stereo not given) | -4.9 | 92.0 | -12.9 | 3.6 | -3.0 | -8.4 | -3.2 | -0.2 | -1.7 | -2.8
CCCC(C)(C)C(=O)N1CCC1(C)C(=O)NS(=O)(=O)c1ccccc1Cl (stereo not given) | -1.1 | 106.0 | -5.3 | -5.1 | 0.9 | -0.4 | 9.2 | -0.2 | 2.7 | /
CCc1n[nH]c(=S)n1/N=C/c1ccccc1OCc1ccc(Cl)cc1 | -1.8 | 97.0 | 0.0 | -7.3 | 0.9 | -4.7 | 2.8 | -0.1 | 0.6 | 9.0
COc1cc(C(CCN2CCCC(C)C2)c2c(OC)cc(OC)c3c(-c4ccccc4)cc(=O)oc23)cc(OC)c1OC (stereo not given) | -9.8 | 92.0 | -2.3 | 6.6 | 0.2 | 27.1* | 7.5 | 1.7 | -3.6 | -0.4
O=C(NC(=S)Nc1cccc(S(=O)(=O)NC2=NCCC2)c1)c1cc(-c2ccco2)nc2ccccc12 | -1.0 | 113.0 | 16.6 | -3.4 | -0.1 | 11.6 | -11.6 | -0.1 | 21.3 | -6.8
CCOc1ccc(OCC(=O)Nc2cc3c(cc2C(=O)O)OCCCO3)cc1 | -6.4 | 97.0 | 14.1 | -7.6 | -1.3 | -4.0 | 13.6 | 0.0 | 1.0 | -9.4
CCOC(=O)c1sc(C)c2c1NC(C)(c1cccc3ccccc13)NC2=O (stereo not given) | 4.9 | 98.0 | -16.4 | -0.1 | 0.1 | -0.8 | -0.6 | -0.2 | -2.6 | 1.7
CC1(C)CC2CC(C)(CN2C(=S)Nc2ccccc2F)C1 (stereo not given) | 0.8 | 98.0 | 19.0 | 1.3 | -0.7 | 1.6 | 14.2 | 0.0 | 0.8 | -5.4
CCOc1ccccc1-n1c(CN2CCN(C(=O)c3ccco3)CC2)nc2ccccc2c1=O | -1.4 | 78.0 | 1.0 | 0.0 | -0.6 | 5.2 | 9.8 | -0.1 | -16.2 | -7.3
COc1ccc(Br)cc1C(=O)O | 0.3 | 93.0 | -6.9 | 3.9 | -1.7 | 0.7 | 3.9 | 0.0 | 4.4 | 4.7
COc1ccc(C(=O)Nc2ccccc2NC(=O)c2ccco2)cc1OC | -2.3 | 100.0 | 7.4 | -10.9 | -2.3 | -6.3 | -3.0 | -0.2 | 1.2 | 3.9
O=[N+]([O-])c1ccc(-c2ccc(S(=O)(=O)NCCN3CCCC3)cc2)cc1 | 0.2 | 98.0 | 2.5 | 1.1 | -2.0 | 9.2 | -5.3 | 2.7 | -6.3 | -16.9
Cc1cc2c(NC(=O)Nc3ccc(F)cc3)cccc2nn1 | -1.8 | 95.0 | 4.3 | 6.1 | -0.2 | -3.8 | -2.9 | -0.1 | 13.1 | -5.0
COc1ccc(-c2coc3c(C(=O)NCc4ccco4)cccc23)c(C)c1 | -4.5 | 96.0 | 1.7 | -4.0 | 1.5 | -3.5 | 3.1 | 0.7 | -4.2 | /
COc1ccc(-c2cc(C(=O)N3CCN(c4ccccc4O)CC3)c3ccccc3n2)cc1 | -7.3 | 95.0 | -4.2 | 6.2 | 0.5 | -4.7 | 9.8 | -0.6 | -6.5 | -2.8
COc1ccc(C(NC(=O)C2CCCCC2)c2c(O)ccc3ccccc23)cc1 (stereo not given) | -4.7 | 93.0 | -1.5 | 1.8 | -0.9 | -5.2 | 8.9 | 0.7 | -3.3 | -6.0
CCOc1nc(SC(C(C)=O)C(=O)Nc2ccccc2)nc(N(C)C)n1 (stereo not given) | -0.7 | 114.0 | -10.0 | -1.9 | -2.0 | -5.8 | 2.2 | -0.3 | 1.0 | 0.0
O=C(CSc1nnc(NC(=O)c2cccc(F)c2)s1)NC1CCCC1 | 0.0 | 95.0 | 15.5 | -6.4 | -1.6 | 0.1 | 9.3 | 0.2 | -0.2 | 10.7
CC(=O)Nc1ccc(S(=O)(=O)Nc2nc3ccccc3s2)cc1 | -0.8 | 95.0 | -4.0 | -13.4 | -0.7 | 3.6 | 1.8 | 0.0 | 2.2 | -3.7
CCOC(=O)C1=C(Nc2ccccc2)CC(C)(O)C(C(=O)OCC)C1c1ccc(Br)cc1 (stereo not given) | -1.8 | 101.0 | 26.3 | 4.5 | 3.6 | 0.9 | 10.8 | 0.3 | -1.3 | -11.3
O=C(NCC(c1ccco1)N1CCCC1)c1ccc(Cl)cc1 (stereo not given) | -1.9 | 92.0 | 10.9 | -1.6 | -1.8 | -1.6 | 6.1 | 0.1 | -2.4 | 11.1
C=CCn1c(SCCN2CCCCC2)nc2c1c(=O)[nH]c(=O)n2C | 0.8 | 95.0 | 9.8 | 1.7 | 1.8 | -2.8 | -3.9 | -0.2 | 3.8 | -1.5
CCC(=O)NC(C)C(c1cccs1)N1CCN(Cc2ccccc2)CC1 (stereo not given) | 4.4 | 83.0 | 1.7 | -1.8 | -1.2 | -3.3 | -0.8 | 0.0 | -0.8 | 8.4
CCC12CN3CC(CC)(CN(C1)C3c1ccc(OC(C)C)cc1)C2=O (stereo not given) | -1.6 | 107.0 | -0.2 | -5.6 | 2.4 | 1.5 | -0.5 | -0.1 | -2.0 | 6.2
Cn1c(=O)c2c(ncn2CC(=O)N2CCOCC2)n(C)c1=O | 1.3 | 108.0 | 22.0 | -6.7 | -1.1 | 4.4 | 4.0 | -0.3 | 0.3 | 11.4
CCC1CCCCN1C(=S)NC(=O)c1cccs1 (stereo not given) | 1.5 | 96.0 | -1.2 | 1.6 | -1.6 | -0.9 | -3.5 | 0.5 | 0.3 | 8.7
Cc1onc(-c2ccccc2)c1C(=O)NNC(=S)NC(=O)c1ccc(Br)cc1 | -8.7 | 99.0 | 2.6 | -11.4 | -6.0 | 1.2 | 4.1 | 0.3 | 5.2 | -9.2
N#Cc1ccc(-c2nc3c(Cl)cc(C(F)(F)F)cn3c2Cc2ccccc2C(F)(F)F)cc1 | -2.9 | 101.0 | / | -8.1 | / | 0.7 | / | -0.1 | / | /
CCN(c1ccccc1)S(=O)(=O)c1ccc(Cl)c(NC(=O)CSc2nncn2C)c1 | -1.4 | 97.0 | / | -0.7 | 0.1 | -0.6 | 6.0 | -0.2 | 2.8 | 1.9
CC(=O)c1ccc(S(=O)(=O)N2CCN(C(=O)c3ccccc3Cc3ccccc3)CC2)cc1 | 7.8 | 96.0 | 2.1 | -0.1 | 1.3 | 4.9 | 1.3 | 0.5 | -2.1 | 0.5
CCOC(=O)c1[nH]c2ccc(C)cc2c1N=C(C)N(C)C | -5.3 | 106.0 | -15.5 | -0.3 | 1.5 | -0.8 | -2.7 | 0.1 | 1.5 | -1.7
CCOC(=O)Nc1nn(-c2ccc(C)cc2)c(=O)c(C#N)c1C | -1.8 | 104.0 | -2.4 | -9.8 | 0.4 | -2.9 | 8.4 | -0.2 | -1.1 | -11.2
COc1ccc(COCC(O)CN2CC(C)OC(C)C2)cc1OC (stereo not given) | -1.7 | 105.0 | 4.7 | -10.2 | 0.7 | -4.0 | 3.3 | 0.0 | 0.8 | -8.3
O=C(COC(=O)Cc1ccc(Cl)cc1)NCc1ccc2c(c1)OCO2 | -0.6 | 102.0 | -0.1 | -2.0 | 1.3 | 0.0 | -2.3 | 0.1 | 1.1 | -11.5
O=C1c2ccccc2C(=O)N1Cc1cccnc1 | -2.4 | 99.0 | 7.3 | -14.8 | -1.8 | -1.7 | -0.6 | -0.2 | 1.1 | 4.9

An excerpt of these results, with the structure last:
Exocytosis inh | ABCB6 inh MLPCN | Vif imaging | NOD2 RIPK2 PPI | MC4R barr agon | ABHD5 PLIN5 PPI | MC4R antagonist | aDG glyco up | N-glyco inh | TLR9-MyD88 inh | structure
-7.3 | 95.0 | -4.2 | 6.2 | 0.5 | -4.7 | 9.8 | -0.6 | -6.5 | -2.8 | COc1ccc(-c2cc(C(=O)N3CCN(c4ccccc4O)CC3)c3ccccc3n2)cc1
-4.7 | 93.0 | -1.5 | 1.8 | -0.9 | -5.2 | 8.9 | 0.7 | -3.3 | -6.0 | COc1ccc(C(NC(=O)C2CCCCC2)c2c(O)ccc3ccccc23)cc1 (stereo not given)
-0.7 | 114.0 | -10.0 | -1.9 | -2.0 | -5.8 | 2.2 | -0.3 | 1.0 | 0.0 | CCOc1nc(SC(C(C)=O)C(=O)Nc2ccccc2)nc(N(C)C)n1 (stereo not given)
0.0 | 95.0 | 15.5 | -6.4 | -1.6 | 0.1 | 9.3 | 0.2 | -0.2 | 10.7 | O=C(CSc1nnc(NC(=O)c2cccc(F)c2)s1)NC1CCCC1

High-throughput results deposited in PubChem BioAssay by several laboratories.

These rows are one share of the data; rates above refer to the full screens.
